MrgX1 agonist: human MrgX1 receptor agonism, primary screen | B-score at 10 µM | 0.44% of 310,000 active | MrgX1-HEK293 cells, Fluo-4 calcium fluorescence, agonist mode; stronger effect = higher value | AID 588627;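 active means calcium response B-score plate-corrected fluorescence ratio at least 3 library SD, with starting fluorescence B-score inside 5 SD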
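Test system: HEK293 cells stably expressing human MrgX1 receptor; amount: 15,000 cells per well; doses: compound delivered in addition one of three; times: overnight plating before 1 h dye loading; detection: Fluo-4 NW calcium-flux fluorescence, kinetic read; read-out basis: B-scored fluorescence response ratio; controls: positive and negative controls per plate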
PolyA inhibitor: blocks polyadenylation in yeast reporter cells | S. cerevisiae SKY197-pL101 polyadenylation reporter, beta-gal luminescence; efflux-impaired pdr1/pdr3 knockout yeast; score 100 = 6 SD above DMSO | calls only at 12 µM | 0.02% of 300,000 active;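 active means lowest replicate activity score at least 50, where 100 means six control SD above control mean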;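 further: yeast exposed to compound for 9 h at 30 °C; higher score means more reporter readthrough which indicates perturbed polyadenylation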
TRPC6 inhibitor: blocks the mouse TRPC6 cation channel | 1.1% of 310,000 active | Q61143 | B-score at 10 µM | AID 2553 | HEK293-TRPC6, membrane potential dye, ACh-evoked depolarization; stronger effect = lower value;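 active means B-score under library mean minus 3 SD, initial fluorescence not abnormally high, positive integrated signal ratio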;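 further: B-score derived from integrated fluorescence ratio over the kinetic read; more negative B-score means stronger inhibition of depolarization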
AI-2 QS modul: modulators of Vibrio harveyi AI-2 quorum sensing system; 0.4% of 300,000 active; activity change, % at 7.5 µM; Vibrio harveyi JMH597 AI-2 luminescence/OD600 ratio, 9 h; stronger effect = lower value; strain lacks LuxN and CqsS sensors; 0 = neutral-control median; AID 2094; in the data active means activity change below about -75%, passing the limit was not always enough;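 further: luminescence divided by OD600 gain over 9 h not by final OD600 alone; inactives centre near 13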
MrgX1 antagonist: blocks BAM8-22 activation of human MrgX1 receptor. 1.3% of 310,000 active. MRGX1-HEK293 calcium flux, Fluo-4, BAM8-22 antagonism; stronger effect = lower value. B-score at 10 µM. AID 588676;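 active means calcium-response B-score plate-corrected more than 3 library SD below zero, starting fluorescence within 5 deviations, no agonist response on first addition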;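 further: peak minus trough fluorescence over baseline after final BAM8-22 challenge near maximal dose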
TRPC4 potent: TRPC4 (mouse) allosteric potentiation. AID 2227. B-score at 10 µM. HEK293 TRPC4beta/mu-opioid, DAMGO EC20, Fluo-4 Ca2+ flux; stronger effect = higher value. 0.42% of 310,000 active;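 active means B-score of calcium response area above 5 SD of library B-scores, with initial fluorescence ratio within 5 SD of library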;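 further: B-score of integrated fluorescence ratio over time as area under calcium response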
Target sequence (Q9QUQ5 whole entry, looked up): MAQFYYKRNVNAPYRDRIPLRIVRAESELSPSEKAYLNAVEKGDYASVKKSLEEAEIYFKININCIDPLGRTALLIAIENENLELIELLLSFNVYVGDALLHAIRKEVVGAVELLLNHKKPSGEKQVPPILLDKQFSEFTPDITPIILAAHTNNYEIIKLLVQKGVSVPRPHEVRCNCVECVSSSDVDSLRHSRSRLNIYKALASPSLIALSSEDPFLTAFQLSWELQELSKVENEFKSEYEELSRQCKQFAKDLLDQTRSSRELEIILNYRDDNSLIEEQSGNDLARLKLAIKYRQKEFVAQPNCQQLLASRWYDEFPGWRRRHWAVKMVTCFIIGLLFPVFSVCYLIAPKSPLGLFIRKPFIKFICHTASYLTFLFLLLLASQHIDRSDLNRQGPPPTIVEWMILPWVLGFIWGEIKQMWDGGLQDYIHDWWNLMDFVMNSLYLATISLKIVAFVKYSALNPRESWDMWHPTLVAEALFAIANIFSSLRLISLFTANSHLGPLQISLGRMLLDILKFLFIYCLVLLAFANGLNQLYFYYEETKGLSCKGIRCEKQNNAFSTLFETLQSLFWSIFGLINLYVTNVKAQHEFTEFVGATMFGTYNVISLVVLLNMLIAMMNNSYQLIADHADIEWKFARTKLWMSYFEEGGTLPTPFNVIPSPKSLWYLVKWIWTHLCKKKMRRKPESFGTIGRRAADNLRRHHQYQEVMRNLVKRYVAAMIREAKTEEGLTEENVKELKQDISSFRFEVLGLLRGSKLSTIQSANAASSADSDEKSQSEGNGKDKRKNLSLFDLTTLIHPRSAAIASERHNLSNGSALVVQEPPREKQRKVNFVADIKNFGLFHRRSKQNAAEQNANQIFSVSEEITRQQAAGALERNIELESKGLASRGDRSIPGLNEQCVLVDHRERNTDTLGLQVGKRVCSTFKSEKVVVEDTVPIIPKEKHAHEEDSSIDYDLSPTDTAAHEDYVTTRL
TRPC4 inh: inhibitors of mouse TRPC4 channel. HEK293 TRPC4beta/mu-opioid, DAMGO-evoked Fluo4 calcium flux; stronger effect = lower value. B-score at 10 µM. 0.39% of 300,000 active. Q9QUQ5;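 active means B-score over 3 SD under the library average, no early fluorescence shift, positive overall ratio signal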
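Material: HEK293 cells with stable TRPC4beta plus mu-opioid receptor expression; probe or stimulus: DAMGO in two steps, submaximal then maximal; technique: Fluo4 calcium fluorescence by kinetic imaging, 5 s 1 Hz baseline; measure: integrated fluorescence ratio relative to baseline, converted to per-well B score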
MrgX1 allo act: human MrgX1 positive allosteric modulation, primary screen | MrgX1-HEK293, Fluo-4 calcium flux, FDSS; stronger effect = higher value | B-score at 10 µM | Q96LB2 | 0.63% of 310,000 active;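 active means plate-corrected calcium response at least 3 library SD above typical, normal starting fluorescence, not activating the receptor alone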;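 further: compound read alongside a low EC10 to EC30 dose of BAM8-22 agonist; peak minus trough fluorescence over baseline measured at the second addition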
HIF activator: HIF pathway transcriptional activation | activation, % at 7.5 µM (by protocol) | U2OS HRE-luciferase reporter, luminescence; normalized: DMSO 0%, desferrioxamine 100% | 0.32% of 300,000 active;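 active means mean activation of at least 10% of the iron chelator positive control signal, with at least half of replicates also reaching 10%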
TRPC6 act: activators of mouse TRPC6 channel; Q61143; B-score at 10 µM; AID 2550; 0.13% of 310,000 active; HEK293-TRPC6 membrane potential dye fluorescence; stronger effect = higher value;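 active means B-score of the integrated fluorescence ratio above library mean plus 3 SD, and starting fluorescence ratio within library mean plus 5 SD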;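 further: higher score means more depolarization so channel activation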
TRPC4 agonist: activators of mouse TRPC4 channel | Q9QUQ5 | HEK293 TRPC4beta/mu-opioid, Fluo4 calcium fluorescence; stronger effect = higher value | B-score at 10 µM | 0.49% of 310,000 active | AID 2237;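 active means B-score above 5 SD of library B-scores, and initial fluorescence ratio not above library mean plus 5 SD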;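 further: positive B-score marks a calcium rise read as TRPC4 activation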
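Material: TRPC4beta and mu-opioid receptor HEK293 stable cells | Incubation: 45 min room-temperature Fluo4 loading, 110 s read | Detection: Kinetic Fluo4 calcium fluorescence | Measure: Integrated baseline-normalised fluorescence ratio, converted to per-well B score | Benchmarks: Low control buffer alone, high control maximal DAMGO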
Active calls of the source: *. A portion of the library; the hit share may differ from the screen's.

For O=C(CSc1cn(CCNC(=O)c2cccs2)c2ccccc12)NC1CCCC1 the results were MrgX1 agonist inactive, PolyA inhibitor inactive, TRPC6 inhibitor inactive, AI-2 QS modul 14.3, MrgX1 antagonist inactive, TRPC4 potent inactive, TRPC4 inh inactive, MrgX1 allo act inactive, HIF activator 0.0, TRPC6 act inactive and TRPC4 agonist inactive.
`Cc1ccccc1CSc1nnc(C)c(=O)n1N` gave MrgX1 agonist inactive, PolyA inhibitor inactive, TRPC6 inhibitor inactive, AI-2 QS modul 26.9, MrgX1 antagonist inactive, TRPC4 potent inactive, TRPC4 inh inactive, MrgX1 allo act inactive, HIF activator -0.6, TRPC6 act inactive and TRPC4 agonist inactive.
For Cc1ccc(C)c(C(=O)Nc2cc(C)nn2-c2nc(C)cc(C)n2)c1 the results were MrgX1 agonist inactive, PolyA inhibitor inactive, TRPC6 inhibitor inactive, AI-2 QS modul 7.8, MrgX1 antagonist inactive, TRPC4 potent inactive, TRPC4 inh inactive, MrgX1 allo act inactive, HIF activator 2.6, TRPC6 act inactive and TRPC4 agonist inactive.
Cc1nnc(N2CCc3ccccc3C2)[nH]c1=O was read as MrgX1 agonist inactive, PolyA inhibitor inactive, TRPC6 inhibitor inactive, AI-2 QS modul 7.4, MrgX1 antagonist inactive, TRPC4 potent inactive, TRPC4 inh inactive, MrgX1 allo act inactive, HIF activator 0.0, TRPC6 act inactive and TRPC4 agonist inactive.
CN(C)CCCN(C(=O)CCc1ccccc1)c1nc2ccc(F)cc2s1 was read as MrgX1 agonist inactive, PolyA inhibitor inactive, TRPC6 inhibitor inactive, AI-2 QS modul -16.8, MrgX1 antagonist inactive, TRPC4 potent inactive, TRPC4 inh inactive, MrgX1 allo act inactive, HIF activator 0.6, TRPC6 act inactive and TRPC4 agonist inactive.
`CN(C)CCCO/N=C(\c1ccccc1)c1ccncc1` gave MrgX1 agonist inactive, PolyA inhibitor inactive, TRPC6 inhibitor inactive, AI-2 QS modul 18.7, MrgX1 antagonist inactive, TRPC4 potent inactive, TRPC4 inh inactive, MrgX1 allo act inactive, HIF activator 1.0, TRPC6 act inactive and TRPC4 agonist inactive.
CCCCN1C(=O)Nc2ccccc2S1=O (stereo not given) was read as MrgX1 agonist inactive, PolyA inhibitor inactive, TRPC6 inhibitor inactive, AI-2 QS modul 14.2, MrgX1 antagonist inactive, TRPC4 potent inactive, TRPC4 inh inactive, MrgX1 allo act inactive, HIF activator -1.5, TRPC6 act inactive and TRPC4 agonist inactive.
Screening Cc1nnc(SCc2ccc([N+](=O)[O-])cc2)o1 returned MrgX1 agonist inactive, PolyA inhibitor inactive, TRPC6 inhibitor inactive, AI-2 QS modul 2.1, MrgX1 antagonist inactive, TRPC4 potent inactive, TRPC4 inh inactive, MrgX1 allo act inactive, HIF activator 0.5, TRPC6 act inactive and TRPC4 agonist inactive.
Screening COc1ccc(C(=O)c2c[nH]c(C(=O)NCc3cccnc3)c2)cc1 returned MrgX1 agonist inactive, PolyA inhibitor inactive, TRPC6 inhibitor inactive, AI-2 QS modul 16.2, MrgX1 antagonist inactive, TRPC4 potent inactive, TRPC4 inh inactive, MrgX1 allo act inactive, HIF activator 0.5, TRPC6 act inactive and TRPC4 agonist inactive.
For CNC(=O)c1nn(-c2ccccc2)ccc1=O the results were MrgX1 agonist inactive, PolyA inhibitor inactive, TRPC6 inhibitor inactive, AI-2 QS modul 17.1, MrgX1 antagonist inactive, TRPC4 potent inactive, TRPC4 inh inactive, MrgX1 allo act inactive, HIF activator 0.1, TRPC6 act inactive and TRPC4 agonist inactive.
`CC(C)Cc1nnc(NS(=O)(=O)Cc2ccccc2)s1` gave MrgX1 agonist inactive, PolyA inhibitor inactive, TRPC6 inhibitor inactive, AI-2 QS modul 38.1, MrgX1 antagonist inactive, TRPC4 potent inactive, TRPC4 inh inactive, MrgX1 allo act inactive, HIF activator 0.5, TRPC6 act inactive and TRPC4 agonist inactive.
For CCNC(=O)NC(=O)C(C)Sc1nc2cc(C(=O)OC)ccc2c(=O)n1-c1ccccc1 (stereo not given) the results were MrgX1 agonist inactive, PolyA inhibitor inactive, TRPC6 inhibitor inactive, AI-2 QS modul 16.6, MrgX1 antagonist inactive, TRPC4 potent inactive, TRPC4 inh inactive, MrgX1 allo act inactive, HIF activator -0.4, TRPC6 act inactive and TRPC4 agonist inactive.
For O=S(=O)(NCc1ccccc1)c1ccccc1Br the results were MrgX1 agonist inactive, PolyA inhibitor inactive, TRPC6 inhibitor inactive, AI-2 QS modul -5.9, MrgX1 antagonist inactive, TRPC4 potent inactive, TRPC4 inh inactive, MrgX1 allo act inactive, HIF activator -0.3, TRPC6 act inactive and TRPC4 agonist inactive.
`Cc1ccc(S(=O)(=O)N(CCO)c2cc3c(s2)CCCC3)cc1` gave MrgX1 agonist inactive, PolyA inhibitor inactive, TRPC6 inhibitor inactive, AI-2 QS modul 38.8, MrgX1 antagonist inactive, TRPC4 potent inactive, TRPC4 inh inactive, MrgX1 allo act inactive, HIF activator 0.1, TRPC6 act inactive and TRPC4 agonist inactive.
`CCOC(=O)C1(Cc2cccc(OC)c2)CCCN(C(=O)c2cc(C)[nH]n2)C1` (stereo not given) gave MrgX1 agonist inactive, PolyA inhibitor inactive, TRPC6 inhibitor inactive, AI-2 QS modul 20.0, MrgX1 antagonist inactive, TRPC4 potent inactive, TRPC4 inh inactive, MrgX1 allo act inactive, HIF activator 7.5, TRPC6 act inactive and TRPC4 agonist inactive.
Screening O=C(CN1CC(=O)Oc2ccccc21)NCc1ccco1 returned MrgX1 agonist inactive, PolyA inhibitor inactive, TRPC6 inhibitor inactive, AI-2 QS modul 21.2, MrgX1 antagonist inactive, TRPC4 potent inactive, TRPC4 inh inactive, MrgX1 allo act inactive, HIF activator 0.3, TRPC6 act inactive and TRPC4 agonist inactive.
Screening CCOP(C)(=O)C1(C(=O)OCc2ccccc2)CC1 (stereo not given) returned MrgX1 agonist inactive, PolyA inhibitor inactive, TRPC6 inhibitor inactive, AI-2 QS modul 8.5, MrgX1 antagonist inactive, TRPC4 potent inactive, TRPC4 inh inactive, MrgX1 allo act inactive, HIF activator -0.2, TRPC6 act inactive and TRPC4 agonist inactive.
Screening CC1CCN(S(=O)(=O)c2ccc3nc(-c4ccccn4)cc(C(=O)NCCN(C)Cc4ccccc4)c3c2)CC1 returned PolyA inhibitor inactive, TRPC6 inhibitor inactive, AI-2 QS modul 24.9, TRPC4 potent inactive, TRPC4 inh inactive, HIF activator -1.0, TRPC6 act inactive and TRPC4 agonist inactive.
For CCO[C@@H]1OC(C(=O)N2CCOCC2)=C[C@H](c2ccccc2)[C@H]1CCCO the results were MrgX1 agonist inactive, PolyA inhibitor inactive, TRPC6 inhibitor inactive, AI-2 QS modul 11.6, MrgX1 antagonist inactive, TRPC4 potent inactive, TRPC4 inh inactive, MrgX1 allo act inactive, HIF activator -0.3, TRPC6 act inactive and TRPC4 agonist inactive.
`N#Cc1cc(C(=O)c2ccccc2OCC(=O)Nc2ccccc2)cn(C2CCCCC2)c1=O` gave MrgX1 agonist inactive, PolyA inhibitor inactive, TRPC6 inhibitor inactive, AI-2 QS modul 7.3, MrgX1 antagonist inactive, TRPC4 potent inactive, TRPC4 inh inactive, MrgX1 allo act inactive, HIF activator -0.3, TRPC6 act inactive and TRPC4 agonist inactive.
Screening COC(=O)c1ccc(OCC(O)CN(CCO)CC(O)Cn2ccc3ccccc32)cc1 (stereo not given) returned MrgX1 agonist inactive, PolyA inhibitor inactive, TRPC6 inhibitor inactive, AI-2 QS modul 3.6, MrgX1 antagonist inactive, TRPC4 potent inactive, TRPC4 inh inactive, MrgX1 allo act inactive, HIF activator -0.4, TRPC6 act inactive and TRPC4 agonist inactive.
Screening COc1ccc(CN2C(=O)c3cccnc3C2Nc2ccc(OC)c(Cl)c2)cc1 (stereo not given) returned MrgX1 agonist inactive, PolyA inhibitor inactive, TRPC6 inhibitor inactive, AI-2 QS modul 32.0, MrgX1 antagonist inactive, TRPC4 potent inactive, TRPC4 inh inactive, MrgX1 allo act inactive, HIF activator 0.1, TRPC6 act inactive and TRPC4 agonist inactive.
Cc1sc2ncnc(N3CCC(C(=O)N(C)CC(=O)Nc4ccccc4Br)CC3)c2c1C was read as MrgX1 agonist inactive, PolyA inhibitor inactive, TRPC6 inhibitor inactive, AI-2 QS modul 7.0, MrgX1 antagonist inactive, TRPC4 potent inactive, TRPC4 inh inactive, MrgX1 allo act inactive, HIF activator -0.2, TRPC6 act inactive and TRPC4 agonist inactive.
`O=C(Nc1ccc(S(=O)(=O)N2CCCCC2)cc1)c1ccccc1F` gave MrgX1 agonist inactive, PolyA inhibitor inactive, TRPC6 inhibitor inactive, AI-2 QS modul 14.7, MrgX1 antagonist inactive, TRPC4 potent inactive, TRPC4 inh inactive, MrgX1 allo act inactive, HIF activator -0.3, TRPC6 act inactive and TRPC4 agonist inactive.
Screening COc1cc(C(=S)N2CCOCC2)ccc1OS(=O)(=O)c1ccc(Cl)cc1 returned MrgX1 agonist inactive, PolyA inhibitor inactive, TRPC6 inhibitor inactive, AI-2 QS modul 3.9, MrgX1 antagonist inactive, TRPC4 potent inactive, TRPC4 inh inactive, MrgX1 allo act inactive, HIF activator 0.8, TRPC6 act inactive and TRPC4 agonist inactive.
CCN(CC(=O)NCc1ccc(F)cc1)C(=O)c1ccc(C(=O)c2ccccc2)cc1 was read as MrgX1 agonist inactive, PolyA inhibitor inactive, TRPC6 inhibitor inactive, AI-2 QS modul 15.5, MrgX1 antagonist inactive, TRPC4 potent inactive, TRPC4 inh inactive, MrgX1 allo act inactive, HIF activator -0.2, TRPC6 act inactive and TRPC4 agonist inactive.
For O=C(c1cc(-c2cccs2)on1)N1CCc2ccccc2C1 the results were MrgX1 agonist inactive, PolyA inhibitor inactive, TRPC6 inhibitor inactive, AI-2 QS modul -50.8, MrgX1 antagonist inactive, TRPC4 potent inactive, TRPC4 inh inactive, MrgX1 allo act inactive, HIF activator 0.5, TRPC6 act inactive and TRPC4 agonist inactive.

High-throughput results (PubChem)
